Assay outcomes: PubChem BioAssay, several laboratories
Yp Topo-I inh = blocks Yersinia pestis topoisomerase I activity; Y. pestis Topo-I cleavage product accumulation, plate reader; activity, % at 10 µM; hit rate 0.064% among 360,000; in the data active = activity above about 50%, passing the limit was not always enough; inconclusive = no clear call, values can overlap the other calls; also: inactives centre near 2
BoNT-A LC inh2 = BoNT A light chain protease inhibition | hit rate 0.17% among 360,000 | multiplex microsphere protease substrate cleavage, flow cytometry | AID 588499 | inhibition, % at 10 µM; also: plate controls were buffer without enzyme for full effect and enzyme alone for no effect
SSB-PriA inh = K. pneumoniae PriA-SSBct interaction inhibition; hit rate 0.6% among 430,000; inhibition, % at 33 µM; AlphaScreen SSBct-PriA binding, biotinylated peptide; in the data active = inhibition mostly above about 37%, no sharp cut-off; inactive = mostly below about 20%;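 also: plate controls were negative control peptide for no effect and reference peptide for full effect; strong numbers were not always called active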
PrPC surface inh = reduces human prion protein on the cell surface; inhibition, % at 13.8 µM; hit rate 0.43% among 370,000; cell surface PrPC, TR-FRET read-out; in the data active = inhibition above about 24%; also: 0% = median of the test wells and 100% = reference compound wells
BH1578 lux ind = induces V. cholerae light production without autoinducers. activation, % at 18.7 µM. AID 588436. hit rate 0.16% among 350,000. V. cholerae BH1578 lux reporter, luminescence, 6 h; in the data active = activation mostly above about 9.7%, no sharp cut-off; inconclusive = no clear call, values can overlap the other calls; inactive = mostly below about 3.7%; also: not every result past the cut was called active; inactives centre near 0; reference of the scale not given here
Anthrax LF inh2 = inhibitors of Bacillus anthracis lethal factor protease | multiplex microsphere protease cleavage assay, LF | inhibition, % at 10 µM | AID 588501 | hit rate 0.12% among 360,000 | P15917; also: plate controls were buffer without enzyme for full effect and enzyme alone for no effect
SARS 3CLpro inh = SARS-CoV 3CLpro protease inhibition | P0C6X7 | recombinant SARS-CoV 3CLpro, quenched FRET peptide cleavage | inhibition, % at 6 µM | hit rate 0.14% among 290,000 | AID 1706; in the data active = inhibition above about 12%
PfHsp40 rescue = restores yeast growth despite PfHsp40 toxicity; S. cerevisiae expressing PfHsp40, growth rescue, ATP luminescence; growth rescue, % at 12.5 µM; hit rate 0.68% among 340,000; AID 504582; in the data active = growth rescue above about 28%, passing the limit was not always enough; inconclusive = no clear call, values can overlap the other calls;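 also: yeast W303a lacking pdr1 and pdr3 grown in galactose medium; growth measured after three days at 30 °C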
TcdB inh = inhibitors of Clostridioides difficile toxin B glycohydrolase. P18177. TcdB glycohydrolase enzymatic assay, plate reader. inhibition, % at 9.99 µM. hit rate 0.24% among 350,000; in the data active = inhibition above about 10%
Target sequence (P18177 whole entry, looked up): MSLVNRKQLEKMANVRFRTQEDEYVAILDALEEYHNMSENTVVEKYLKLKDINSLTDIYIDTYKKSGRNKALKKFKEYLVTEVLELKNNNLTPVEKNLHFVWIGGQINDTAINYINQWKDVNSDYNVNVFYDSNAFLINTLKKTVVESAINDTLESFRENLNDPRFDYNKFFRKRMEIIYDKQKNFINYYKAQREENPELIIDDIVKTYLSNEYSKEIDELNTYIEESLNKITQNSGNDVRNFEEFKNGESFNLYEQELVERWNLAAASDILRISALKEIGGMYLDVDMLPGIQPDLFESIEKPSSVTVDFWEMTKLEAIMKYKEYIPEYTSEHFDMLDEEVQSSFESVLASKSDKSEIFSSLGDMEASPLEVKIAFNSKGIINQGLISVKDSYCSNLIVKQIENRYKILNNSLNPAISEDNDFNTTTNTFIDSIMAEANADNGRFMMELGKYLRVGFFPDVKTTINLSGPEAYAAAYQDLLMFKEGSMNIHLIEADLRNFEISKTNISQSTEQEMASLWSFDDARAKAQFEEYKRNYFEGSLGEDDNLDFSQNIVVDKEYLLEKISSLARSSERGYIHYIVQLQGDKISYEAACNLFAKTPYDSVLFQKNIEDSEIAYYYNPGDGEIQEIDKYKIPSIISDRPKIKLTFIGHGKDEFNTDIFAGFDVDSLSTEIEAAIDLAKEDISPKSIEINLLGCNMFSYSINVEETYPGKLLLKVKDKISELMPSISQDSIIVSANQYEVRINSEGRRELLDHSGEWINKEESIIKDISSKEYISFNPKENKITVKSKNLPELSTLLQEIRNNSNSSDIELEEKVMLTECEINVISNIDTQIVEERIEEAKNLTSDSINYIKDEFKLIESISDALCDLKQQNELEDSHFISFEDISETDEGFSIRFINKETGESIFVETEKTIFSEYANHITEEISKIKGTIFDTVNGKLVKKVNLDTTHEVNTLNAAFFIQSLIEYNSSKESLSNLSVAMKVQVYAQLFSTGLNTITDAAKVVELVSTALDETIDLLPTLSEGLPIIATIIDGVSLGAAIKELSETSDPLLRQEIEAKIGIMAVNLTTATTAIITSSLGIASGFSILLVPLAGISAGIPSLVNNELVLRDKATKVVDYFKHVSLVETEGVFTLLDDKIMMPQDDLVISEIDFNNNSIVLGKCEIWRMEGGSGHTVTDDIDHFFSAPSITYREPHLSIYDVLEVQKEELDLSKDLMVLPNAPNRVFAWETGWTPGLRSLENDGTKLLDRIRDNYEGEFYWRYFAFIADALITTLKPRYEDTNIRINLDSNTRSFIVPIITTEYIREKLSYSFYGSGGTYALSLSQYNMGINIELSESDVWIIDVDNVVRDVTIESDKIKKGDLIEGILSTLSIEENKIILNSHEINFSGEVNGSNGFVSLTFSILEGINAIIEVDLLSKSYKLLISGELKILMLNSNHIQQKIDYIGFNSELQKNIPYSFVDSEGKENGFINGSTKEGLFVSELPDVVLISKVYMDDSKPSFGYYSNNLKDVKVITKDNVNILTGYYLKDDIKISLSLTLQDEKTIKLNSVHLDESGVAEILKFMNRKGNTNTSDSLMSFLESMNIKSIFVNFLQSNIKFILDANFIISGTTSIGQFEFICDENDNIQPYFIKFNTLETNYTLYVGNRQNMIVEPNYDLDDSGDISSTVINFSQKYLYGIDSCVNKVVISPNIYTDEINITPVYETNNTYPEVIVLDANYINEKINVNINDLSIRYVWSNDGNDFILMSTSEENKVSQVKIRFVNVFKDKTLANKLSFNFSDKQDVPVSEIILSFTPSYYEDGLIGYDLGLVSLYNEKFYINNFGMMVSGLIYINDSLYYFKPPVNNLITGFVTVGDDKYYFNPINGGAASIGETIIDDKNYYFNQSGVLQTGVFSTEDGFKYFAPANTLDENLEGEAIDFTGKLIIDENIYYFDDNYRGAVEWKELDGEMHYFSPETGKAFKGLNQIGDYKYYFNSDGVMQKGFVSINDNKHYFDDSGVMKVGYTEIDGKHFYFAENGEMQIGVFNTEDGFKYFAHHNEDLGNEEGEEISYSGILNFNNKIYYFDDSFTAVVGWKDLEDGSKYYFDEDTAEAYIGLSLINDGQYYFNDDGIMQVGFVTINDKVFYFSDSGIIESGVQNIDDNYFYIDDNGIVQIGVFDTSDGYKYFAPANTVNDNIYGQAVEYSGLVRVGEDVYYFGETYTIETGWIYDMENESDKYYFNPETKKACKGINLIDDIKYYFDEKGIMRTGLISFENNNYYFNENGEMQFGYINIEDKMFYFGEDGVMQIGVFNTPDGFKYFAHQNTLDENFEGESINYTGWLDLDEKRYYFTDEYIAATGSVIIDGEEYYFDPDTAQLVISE
* hit, by the source's call; i = inactive; ? = inconclusive; / = not tested or not shown; & = joins results of further samples. Rule as the data show it, unless noted: active = inhibition above about 30%; inconclusive = no clear call, values can overlap the other calls; inactive = below that.

#1 Cc1[nH]c2ccccc2c1C(=O)COC(=O)C1CCC(=O)N1 (stereo not drawn)
#2 COCCCNCCCCOc1ccc(C)cc1[N+](=O)[O-]
#3 CCN(CC)S(=O)(=O)c1cccc(C(=O)OCC(=O)c2ccc3c(c2)NC(=O)CO3)c1
#4 COc1ccccc1NC(=O)CSCC(=O)N1c2ccccc2CCc2ccccc21
#5 COc1ccc(NC(=O)C(C)N2C(=O)c3ccccc3C2=O)c(OC)c1 (stereo not drawn)
#6 Cc1cccc(NC(=O)c2ccc(NCC3CCCO3)c([N+](=O)[O-])c2)c1 (stereo not drawn)
#7 CCc1ccc(OC(C)C(=O)N(Cc2ccco2)C2CCS(=O)(=O)C2)cc1 (stereo not drawn)
#8 O=C(O)c1[nH]c2ccccc2c1CC(=O)N1CCOCC1
#9 CCc1noc(C)c1C(=O)N1CCCSC1=Nc1ccccc1
#10 O=C(Nc1ccc2c(c1)CN(Cc1ccccc1O)CC2)C1CCCO1 (stereo not drawn)
Assay by compound,1,2,3,4,5,6,7,8,9,10
Yp Topo-I inh,-2,2,6,-9,2,5,0,19,10,-8
BoNT-A LC inh2,0.5,-1.5,-0.7,0.0,1.9,-0.1,0.4,2.3,-0.8,-2.4
SSB-PriA inh,0,-10,-21,-11,0,-2,-5,-5,-11,11
PrPC surface inh,-9,-5,2,15,-2,-10,-3,1,2,-4
BH1578 lux ind,i,-0.4,-5.0,0.2,-0.5,-0.1,-0.2,i,0.1,-1.0
Anthrax LF inh2,-4,-4,-2,-1,-4,-3,-8,2,-4,-3
SARS 3CLpro inh,0,5,5,3,/,-1,2,2,/,5
PfHsp40 rescue,-3.3,-1.0,0.6,-1.4,/,0.0,-0.3,-0.8,0.0,0.2
TcdB inh,/,-1.5,/,2.1,1.5,/,1.7,/,0.4,2.0

#11 Cc1cccc(Cn2ccc(NC(=O)c3ccc4c(c3)OCO4)n2)c1
#12 Cc1cccc(Nc2ccc(C(=O)O)cc2[N+](=O)[O-])c1C
#13 CC1Cc2nc(SCC(=O)N3CCN(c4ccccc4)CC3)n(C)c(=O)c2S1 (stereo not drawn)
#14 O=C(CCCC(=O)N(CC(=O)NC1CCCC1)C1CCCC1)Nc1ccccn1
#15 C/C(=N\NC(=S)NCc1ccccc1)c1cccs1
#16 COc1cc(OC)cc(C(=O)Nc2cc(C)on2)c1
#17 CN(/N=C/c1ccccc1O)C(=S)c1ccccc1
#18 O=C(CN1CCSCC1)N/N=C/c1ccc(F)cc1F
#19 C/C(=N\NC(=O)COc1ccc(C)cc1Br)c1cc([N+](=O)[O-])cs1
#20 Cc1ccc(NS(=O)(=O)c2ccc(C(=O)N3CC(C)CC(C)C3)cc2)cc1 (stereo not drawn)
Assay by compound,11,12,13,14,15,16,17,18,19,20
Yp Topo-I inh,-2,-5,25,-4,-11,5,-1,3,0,-12
BoNT-A LC inh2,0.0,0.8,1.1,-0.6,-0.4,-2.4,7.9,-1.5,0.3,2.6
SSB-PriA inh,-6,6,7,-4,/,3,/,/,/,-3
PrPC surface inh,11,-13,-3,-4,-3,-1,-1,4,5,6
BH1578 lux ind,i,i,-1.6,-1.4,-0.2,-0.6,0.7,-0.2,i,-1.0
Anthrax LF inh2,0,17,2,-7,-7,-10,-10,0,5,10
SARS 3CLpro inh,1,9,1,-5,0,2,4,0,0,/
PfHsp40 rescue,0.8,-2.4,0.3,0.7,0.0,0.5,-0.1,0.8,0.7,0.9
TcdB inh,-0.1,-1.2,3.0,/,2.7,0.6,1.6,-0.3,-2.4,0.6

#21 Cc1cccc(C(=O)O)c1NC(=O)Cc1cccc2ccccc12
#22 COC(=O)c1scc(C)c1S(=O)(=O)Nc1ccc(C)cc1
#23 O=C1CSc2ccc(C(=O)NCCc3ccc(Cl)cc3Cl)cc2N1
#24 CCC1CCCCN1S(=O)(=O)c1ccc2c(c1)CCN2C(C)=O (stereo not drawn)
#25 Cc1ccc2c(c1)N(S(=O)(=O)c1ccc3c(c1)NC(=O)CC(=O)N3)CCO2
#26 O=C(CCCNC(=O)c1ccc(Cl)cc1)Nc1ccc(S(=O)(=O)Nc2ncccn2)cc1
#27 NC(=O)N/N=C/c1ccccc1OC(=O)c1ccccc1Br
#28 COC(=O)NC(=C(Cl)Cl)S(=O)(=O)c1ccccc1
#29 COc1ccc(CNC(=O)c2coc(=O)c3ccccc23)cc1
#30 COCCCNC(=O)c1c(NC(=O)c2ccccc2Cl)n(Cc2ccccc2)c2nc3ccccc3nc12
Assay by compound,21,22,23,24,25,26,27,28,29,30
Yp Topo-I inh,-9,1,27,-1,-5,3,3,6,2,17
BoNT-A LC inh2,-5.0,-1.3,-0.1,0.3,-0.6,-0.2,-0.4,0.2,-0.9,?
SSB-PriA inh,-3,-9,-9,2,1,-7,/,5,-12,-4
PrPC surface inh,3,-1,23,0,9,0,1,-9,6,2
BH1578 lux ind,-0.3,-0.4,-1.0,-0.4,-0.4,i,i,-7.3,-0.4,-1.4
Anthrax LF inh2,7,1,-4,1,2,-1,-2,1,-1,12
SARS 3CLpro inh,5,4,/,1,-2,3,1,-6,9,1
PfHsp40 rescue,-2.5,-2.1,-1.9,6.4,-0.2,-0.6,-0.1,-0.3,1.0,-0.2
TcdB inh,1.3,4.7,-0.3,0.5,0.1,0.4,9.1,/,0.8,/

#31 COc1ccc(CNC(=O)CN(C(=O)CCC(=O)Nc2nccs2)c2ccccc2C)cc1
#32 Cc1ccc2nc3c(cc(C(=O)NCCc4ccccc4)c(=N)n3CCCN3CCOCC3)c(=O)n2c1
#33 O=C(c1ccc(Cl)cc1Cl)c1ncc(C(F)(F)F)cc1Cl
#34 Cc1ccc(NC(=S)Nc2ccc(OC(F)F)c(Cl)c2)cc1Cl
#35 COc1ccccc1C(=O)NCCN1CCC(n2c(=O)[nH]c3ccccc32)CC1
#36 COc1ccccc1C(=O)NCCC(=O)N1CCN(S(=O)(=O)c2ccccc2C(F)(F)F)CC1
#37 O=C(CSC1=NCCN1)NC1CCCCCC1
#38 Cc1cccc(C(=O)NCC(=O)N2CCC2)c1
#39 COc1cc2c(cc1OC)CN(C(=O)/C=C/c1cc(OC)c(OC)c(OC)c1)CC2
#40 Oc1ccc(/C=N/NC(=S)Nc2cccnc2)c(O)c1
Assay by compound,31,32,33,34,35,36,37,38,39,40
Yp Topo-I inh,26,0,-1,-19,/,16,4,2,0,-8
BoNT-A LC inh2,-0.3,-1.5,-0.6,0.1,0.5,4.3,2.3,-0.4,-2.4,0.8
SSB-PriA inh,1,9,-2,-21,/,-21,7,-5,7,/
PrPC surface inh,1,-30,-5,8,-1,-10,-3,-1,-9,2
BH1578 lux ind,-0.6,-0.1,-0.4,-0.4,/,i,i,i,-5.6,-0.2
Anthrax LF inh2,3,-5,-3,-2,3,5,6,-5,3,-1
SARS 3CLpro inh,1,-7,0,0,/,/,3,/,7,5
PfHsp40 rescue,0.6,-0.4,0.2,-0.9,/,1.0,1.6,0.7,0.9,-2.1
TcdB inh,0.1,1.1,/,0.9,2.7,2.4,/,2.1,2.1,/

#41 COc1ccc([C@H]2CC(=O)C=C(c3ccc4c(c3)OCCO4)C2)cc1
#42 O=C(c1ccccc1)N1N=C(c2ccccc2)CC1c1cccs1 (stereo not drawn)
#43 O=C(COc1ccc(Cl)cc1)N/N=C/c1cccc2cccnc12
#44 COCCNC(=O)C1(C)CCCN(C(=O)c2cccnc2SC)C1 (stereo not drawn)
#45 CCN1CCN(C(=S)c2ccc(OC)cc2)CC1
#46 COc1cc(/C=N\NC(=O)c2ccc(-c3ccccc3)cc2)cc(OC)c1OC(C)=O
#47 CC1(C(=O)NS(=O)(=O)C2CC2)CCN(C(=O)c2cccc(OC(F)(F)F)c2)C1 (stereo not drawn)
#48 O=C(NCc1ccco1)c1ccc(CNc2c(N3CCCCC3)c(=O)c2=O)cc1
#49 COc1ccc(/C=N/NC(=O)c2cc(C3CC3)[nH]n2)cc1OC
#50 O=C(C[C@H]1C/C=C\C[C@H](Cc2ccc(F)cc2)C(=O)O[C@@H](c2ccccc2)CNC1=O)N[C@H](CO)Cc1ccccc1
Assay by compound,41,42,43,44,45,46,47,48,49,50
Yp Topo-I inh,11,25,41,-3,5,17,1,5,-1,46
BoNT-A LC inh2,-0.2,-0.1,1.5,-0.2,0.5,-26,-0.2,0.2,-0.3,0.5
SSB-PriA inh,-26,-7,/,/,-5,/,/,-6,i,-7
PrPC surface inh,-3,2,-1,3,-6,6,-8,-2,-1,-7
BH1578 lux ind,-0.4,-0.2,-0.2,-4.5,4.3,i,i,/,-0.7,0.8
Anthrax LF inh2,2,-16,1,-2,4,-8,-1,1,16,-6
SARS 3CLpro inh,/,1,-3,/,2,0,/,-2,0,/
PfHsp40 rescue,4.8,/,-0.6,/,1.0,-0.7,/,-0.2,-0.4,0.1
TcdB inh,2.4,2.2,0.9,1.9,/,-1.6,0.6,-8.3,-0.9,0.7

Some of these compounds in order of formula weight, lowest first:
#45 CCN1CCN(C(=S)c2ccc(OC)cc2)CC1
#42 O=C(c1ccccc1)N1N=C(c2ccccc2)CC1c1cccs1 (stereo not drawn)
#48 O=C(NCc1ccco1)c1ccc(CNc2c(N3CCCCC3)c(=O)c2=O)cc1
Assay by compound,45,42,48
Yp Topo-I inh,5,25,5
BoNT-A LC inh2,0.5,-0.1,0.2
SSB-PriA inh,-5,-7,-6
PrPC surface inh,-6,2,-2
BH1578 lux ind,4.3,-0.2,/
Anthrax LF inh2,4,-16,1
SARS 3CLpro inh,2,1,-2
PfHsp40 rescue,1.0,/,-0.2
TcdB inh,/,2.2,-8.3

The list goes on:
#51 CCOC(=O)c1c(NC(=O)COC(=O)CCCOc2ccc(OC)cc2)sc(C(=O)N(C)C)c1C
#52 CCn1c(=O)c(C(=O)CN2CCN(S(=O)(=O)c3cc(C)ccc3C)CC2)c(N)n(Cc2ccccc2)c1=O
#53 COc1ccc(S(=O)(=O)N2CCC(C(=O)NCc3ccc(C)cc3)CC2)cc1
#54 CCN(CC)S(=O)(=O)c1ccc2c(c1)c(=O)c(C(=O)NCc1ccco1)cn2C
#55 COc1ccc(OC)c(NC(=O)c2cc(-c3cc(C)c(C)cc3O)n[nH]2)c1
#56 C[C@@H]1CN([C@@H](C)CO)C(=O)CCCn2nncc2CO[C@H]1CN(C)C(=O)Nc1ccc(F)cc1
Assay by compound,51,52,53,54,55,56
Yp Topo-I inh,28,1,10,12,-6,-2
BoNT-A LC inh2,-3.1,1.5,-2.2,-0.1,1.1,-0.4
SSB-PriA inh,1,11,-3,4,1,/
PrPC surface inh,3,-4,-2,0,0,-5
BH1578 lux ind,-3.3,i,-2.1,0.4,-0.6,-0.6
Anthrax LF inh2,2,3,5,0,12,4
SARS 3CLpro inh,/,0,-1,-2,3,/
PfHsp40 rescue,-1.5,-0.3,-0.4,-0.1,1.8,/
TcdB inh,0.9,1.6,-1.0,-0.2,0.6,-1.5&1.2

The list is partial; the hit share may differ from the screen's.
